RXFP1 ag = activates the human relaxin receptor RXFP1 | Q9HBX9 | HEK293T-RXFP1 cAMP TR-FRET, 30 min; response scale: percent of porcine relaxin response, buffer zero | Potency, µM (top dose mostly 57.5 µM), for inactives: at the top dose activation, usual class: activators | 0.3% of 370,000 active | AID 2676; also: potency is read from the fitted curve at half-maximal effect; % is scaled to controls: 0 for no effect and ±100 for the full control effect; nearly all actives have a fitted effect of over 60% in size; many of its hits are not listed in these tables
Target sequence (Q9HBX9 whole entry, looked up): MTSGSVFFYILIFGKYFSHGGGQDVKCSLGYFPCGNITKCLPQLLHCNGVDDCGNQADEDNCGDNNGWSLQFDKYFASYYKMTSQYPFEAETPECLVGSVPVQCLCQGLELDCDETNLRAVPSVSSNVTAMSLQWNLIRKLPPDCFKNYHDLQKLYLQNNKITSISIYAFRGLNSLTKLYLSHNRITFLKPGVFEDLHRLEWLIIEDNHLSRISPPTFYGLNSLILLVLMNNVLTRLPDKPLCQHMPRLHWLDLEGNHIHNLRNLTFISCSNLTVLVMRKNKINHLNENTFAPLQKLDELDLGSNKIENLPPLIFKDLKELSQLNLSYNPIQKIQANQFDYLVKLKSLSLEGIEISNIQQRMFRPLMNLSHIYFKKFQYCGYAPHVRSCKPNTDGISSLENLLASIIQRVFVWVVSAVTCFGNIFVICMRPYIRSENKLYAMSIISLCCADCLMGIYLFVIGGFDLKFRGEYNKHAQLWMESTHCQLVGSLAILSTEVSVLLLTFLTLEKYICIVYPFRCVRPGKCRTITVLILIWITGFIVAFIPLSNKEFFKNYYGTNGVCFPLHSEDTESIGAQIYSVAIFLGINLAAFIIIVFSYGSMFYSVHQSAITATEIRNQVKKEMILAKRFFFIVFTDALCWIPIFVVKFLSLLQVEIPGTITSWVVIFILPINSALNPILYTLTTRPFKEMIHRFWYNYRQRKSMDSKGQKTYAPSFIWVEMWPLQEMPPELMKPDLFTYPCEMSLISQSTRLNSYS
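HEK293T cells stably expressing RXFP1 were pretreated with the PDE4 inhibitor Ro 20174, exposed to compounds for 30 min at 37C, lysed, and cAMP was read by TR-FRET. Data normalized to buffer (basal) and 29 nM porcine relaxin (100%).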
Vif-A3F inh = blocks the Vif interaction with APOBEC3F. HeLa A3F-eYFP + Vif (tagged APOBEC3F with the HIV-1 protein that degrades it), YFP fluorescence increase. Potency, µM (highest dose often 46.1 µM), for inactives: at the highest dose activity, negative = active. 0.2% of 390,000 active. AID 602313; also: potency is read from the fitted curve at half-maximal effect; % of control where 0% means no effect; nearly all actives have a fitted effect of over 65% in size
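HeLa cells stably expressing A3F-eYFP plus Vif, plated and incubated overnight at 37 deg C, then exposed to compounds overnight at 37 deg C. Blocked degradation read as raised yellow fluorescence (Ex 488/Em 500-530).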
LDHA inh = inhibitors of human lactate dehydrogenase A | P00338 | 0.15% of 480,000 active | purified LDHA, NADH/diaphorase-resazurin fluorescence; stronger effect = lower value | activity change, % (values are at about 110 or 230 µM); in the data active = activity change below about -30%; inconclusive = mostly about -25% to -30%;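 also: plate controls were DMSO wells for no effect and wells without enzyme for full effect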
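Enzyme activity of human lactate dehydrogenase 5 (2 nM; 0.06 mM NADH, 0.2 mM pyruvate, 5 min, RT) is measured via a resazurin/diaphorase fluorescence readout of residual NADH.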
USP1-UAF1 inh = blocks the human USP1/UAF1 deubiquitinase complex; recombinant USP1/UAF1, Ub-Rhodamine cleavage fluorescence; O94782; 0.23% of 390,000 active; Potency, µM (doses to about 57.1 µM), for the others: at the top dose activity change, negative = inhibition, actives largely listed as inhibitors; also: potency is read from the fitted curve at half-maximal effect; % is scaled to controls: 0 for no effect and ±100 for the full control effect; nearly all actives have a fitted effect of over 60% in size; inactives centre near -12
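Step one: compound is pinned into 1nM USP1/UAF1 in HEPES pH 7.8 buffer with TCEP. Step two: 15 min room-temperature incubation. Step three: Ub-Rho (150nM final) starts cleavage, tracked by fluorescence over six one-minute reads.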
PI4K2A block = inhibitors of human PI4K2A. Q9BTU6. purified PI4K2A, ADP-Glo luminescence, 1 h; stronger effect = lower value. activity change, negative = inhibition, % at 76.9 µM. 0.13% of 420,000 active. AID 1346378; in the data active = activity change below about -50%; inconclusive = mostly about -30% to -49%;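 also: -100% = wells without enzyme as full effect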
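ADP-Glo luminescence measured ADP generated by PI4K2A enzyme (4 ug/mL before mixing) with 1.2 mM PI substrate (pre-mix) and 300 microM ATP (pre-mix). Tris pH7.5 buffer with MgCl2, Triton X-100; 1 h reaction at ambient temperature.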
TrxR1 substrate = is turned over as a substrate by rat TrxR1 | purified TrxR1 substrate turnover, NADPH consumption readout | 0.01% of 390,000 active | O89049 | Potency, µM (series often up to 114 µM), for the others: at the top dose activity change, negative = substrate turnover; also: potency is read from the fitted curve at half-maximal effect; % is scaled to controls: 0 for no effect and ±100 for the full control effect; nearly all actives have a fitted effect of over 50% in size
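Rat TrxR1, dispensed at 90 nM, was prereduced with 400 uM NADPH (final) for 5 min at ~22 deg C, then incubated with compound 15 min before 400 uM selenite. A first-read NADPH fluorescence drop versus no-compound background flagged substrates.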
IDH1 R132H inh = inhibitors of human mutant IDH1 R132H. O75874. IDH1-R132H enzyme, NADPH consumption, diaphorase/resazurin fluorescence. Potency, µM (doses to about 76.6 µM), for the others: at the top dose activity change, negative = inhibition, most hits filed as inhibitors. 0.093% of 390,000 active. AID 602179; also: potency is read from the fitted curve at half-maximal effect; % is scaled to controls: 0 for no effect and ±100 for the full control effect; nearly all actives have a fitted effect of over 65% in size
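IDH1-R132H (0.5 ug/mL) preincubated 30 min with compound, then NADPH (0.016 mM) and alpha-KG (2 mM) added; 80 min at RT, pH 7.5. Remaining NADPH coupled via diaphorase/resazurin to fluorescence (540/590 nm); concentration-response curves normalized to no-enzyme control.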
Glioma ERSR ind = inducers of ER stress response in human glioma cells; U87-MG GRP78 promoter luciferase reporter, 16 h; Potency, µM, for inactives: at the highest dose activation, hits mostly activators; 0.02% of 420,000 active; AID 602332; also: potency is read from the fitted curve at half-maximal effect; series mostly up to about 76 µM; % of control where 0% means no effect; nearly all actives have a fitted effect of over 35% in size
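ERSR induction read as luciferase luminescence (Bright-Glo, 10 min at room temperature) in stably transfected human U87-MG glioma cells exposed to compounds for 16 h, using GRP78 as sensor.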
Vif-A3G inh = inhibitors of Vif-APOBEC3G interaction. Q9HC16. HeLa A3G-eYFP + Vif (tagged APOBEC3G with the HIV-1 protein that degrades it), YFP fluorescence, overnight. Potency, µM (top dose mostly 46.1 µM), for the others: top-dose activity, negative = active, actives largely listed as inhibitors. 0.076% of 410,000 active. AID 602310;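 also: potency is read from the fitted curve at half-maximal effect; % is scaled to controls: 0 for no effect and ±100 for the full control effect; nearly all actives have a fitted effect of over 60% in size; hits raise eYFP signal because A3G escapes Vif-driven loss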
Target sequence (Q9HC16 whole entry, looked up): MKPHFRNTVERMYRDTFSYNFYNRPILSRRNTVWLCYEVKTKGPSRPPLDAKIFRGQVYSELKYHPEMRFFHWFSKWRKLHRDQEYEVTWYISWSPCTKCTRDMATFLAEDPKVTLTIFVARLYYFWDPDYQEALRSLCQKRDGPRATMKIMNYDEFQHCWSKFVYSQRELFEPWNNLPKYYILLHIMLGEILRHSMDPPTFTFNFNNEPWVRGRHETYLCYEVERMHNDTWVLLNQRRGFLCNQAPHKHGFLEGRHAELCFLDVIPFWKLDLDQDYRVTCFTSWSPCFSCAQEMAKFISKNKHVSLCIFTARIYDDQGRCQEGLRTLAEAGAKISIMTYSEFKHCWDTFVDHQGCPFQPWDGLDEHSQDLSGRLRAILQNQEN
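Read-out is eYFP fluorescence (Ex 488/Em 500-530) from Vif-expressing HeLa A3G-eYFP cells; more signal means A3G escaped Vif-mediated degradation. Cells plated overnight, compound pinned in, incubated overnight at 37 deg C.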
An asterisk follows results filed as active; ? = inconclusive; / = not tested or not shown; & = joins results of further samples; [ ] = dose if it differs, or a comment. Unless noted, calls follow the shape of the dose curve; as a rule, active = well fitted curve in the direction sought with a large enough effect; inconclusive = small, poorly fitted or top-dose-only effect, or another doubt; inactive = no such curve, though single readings can be large; an effect the other way counts as inactive or inconclusive.

SMILES	RXFP1 ag	Vif-A3F inh	LDHA inh	USP1-UAF1 inh	PI4K2A block	TrxR1 substrate	IDH1 R132H inh	Glioma ERSR ind	Vif-A3G inh
COC(=O)c1cccc(OCC(O)Cn2cnc3cc(C)c(C)cc32)c1 (configuration not stated)	2.8%	-1%	3	-8%	5	-11%	-3%	-4%	-10%
COCCOC(=O)c1c(C)oc2ccc(NS(=O)(=O)c3ccc(F)cc3)cc12	-3.9%	-3%	2	-20%	0	-9%	-3%	-2%	1%
COc1ccccc1N1CCN(C(=O)CN2C(=O)COc3ccc(S(=O)(=O)N4CCC(C)CC4)cc32)CC1	-0.2%	-3%	-8	-22%	2	-8%	-6%	-1%	1%
COC(=O)c1ccccc1S(=O)(=O)N(CCCN1CCOCC1)Cc1cccs1	-3.2%	-4%	-11	-1%	2	-4%	0%	-3%	0%
Fc1ccc(NCc2cccnc2)cc1F	0.1%	-6%	4	-24%	-8	11%[57.1 µM]	4%	-5%	0%
COc1ccccc1/C=C/CN1CCCCC1	1.5%	3%	-11	-17%	-5	5%[57.1 µM]	1%	-3%	3%
CCOC(=O)CCCNC(=O)COC(=O)[C@@H]1CCCN1S(=O)(=O)c1ccc(Cl)cc1	-1.5%	-12%	-9	-6%	4	-9%	5%	-3%	1%
Cc1ccc(S(=O)(=O)NCC2(c3ccccc3)CCOCC2)cc1	2.8%	2%	-6	-16%	-1	-5%[57.1 µM]	4%	-7%	-2%
Cc1cccc(COc2ccc(/C=N/NC(=O)c3nnn(-c4nonc4N)c3C)cc2)c1	0.8%	1%	-2	-15%	10	-1%[57.1 µM]	8%	4%	9%
CCOc1ccc(S(=O)(=O)NCCC(=O)N2CCN(c3ncccn3)CC2)cc1	-0.6%	0%	-6	-19%	-4	2%	1%	-2%	0%
Nc1c(C(=O)CSc2nc(-c3ccccc3)cs2)c(=O)[nH]c(=O)n1C1CC1	-0.1%	-1%	-7	-6%	-10	15%	-6%	-2%	-12%
CCc1c(C(C)=O)oc2ccc3c(C)cc(=O)oc3c12	-0.5%	2%	0	-4%	0	10%	0%	0%	1%
CCC(=O)Nc1ccc2c(c1)nc1n2CCN(C2CCCCC2)C1	7.0%	-15%	1	-16%	-3	40%[activator][57.1 µM]	7%	0%	-1%
Cn1cnc([N+](=O)[O-])c1Sc1ncn[nH]1	2.5%	1%	-7	-21%	1	2%[57.1 µM]	-10%	20%	-4%
CC(=O)NC(CCC(=O)O)C(=O)O (configuration not stated)	/	3%	-8	9%	2	2%	28%	0%&-6%	-3%
COC(=O)c1cc2occc2n1Cc1nc(-c2cccc(Cl)c2)oc1C	0.5%&5.4%	5%&-2%	-1&-2	-15%&-18%	1&3	4%&6%	4%&-8%	-1%&-4%	-3%&-4%
CN1C(=O)CC(N2CCN(C(=O)c3ccccc3)CC2)C1=O (configuration not stated)	-0.3%	-9%	-6	-6%	5	5%	10%	-1%	3%
Cc1ccc(Nc2n[nH]c(C)c2[N+](=O)[O-])cc1	1.8%	-7%	-5	-5%	3	-10%	3%	2%	-4%
O=C(CN1C(=O)NC2(CCCC2)C1=O)OCCOc1ccc(F)cc1	-1.8%	0%	0	-11%	-9	0%	-14%	-3%	1%
O=C(CN1C(=O)NC2(CCCCC2)C1=O)Nc1ccc2[nH]c(=O)[nH]c2c1	-0.1%	3%	4	-14%	0	-4%	24%	-3%	0%

Four records picked at random from the list so far:
SMILES	RXFP1 ag	Vif-A3F inh	LDHA inh	USP1-UAF1 inh	PI4K2A block	TrxR1 substrate	IDH1 R132H inh	Glioma ERSR ind	Vif-A3G inh
CN1C(=O)CC(N2CCN(C(=O)c3ccccc3)CC2)C1=O (configuration not stated)	-0.3%	-9%	-6	-6%	5	5%	10%	-1%	3%
Cc1ccc(Nc2n[nH]c(C)c2[N+](=O)[O-])cc1	1.8%	-7%	-5	-5%	3	-10%	3%	2%	-4%
COc1ccccc1/C=C/CN1CCCCC1	1.5%	3%	-11	-17%	-5	5%[57.1 µM]	1%	-3%	3%
CCOc1ccc(S(=O)(=O)NCCC(=O)N2CCN(c3ncccn3)CC2)cc1	-0.6%	0%	-6	-19%	-4	2%	1%	-2%	0%

(list continues)
SMILES	RXFP1 ag	Vif-A3F inh	LDHA inh	USP1-UAF1 inh	PI4K2A block	TrxR1 substrate	IDH1 R132H inh	Glioma ERSR ind	Vif-A3G inh
CN(C(=O)CSC1=Nc2ccccc2C2=NC(c3ccccc3)C(=O)N12)C1CCCCC1 (configuration not stated)	-1.5%	0%	-9	-15%	19	57%[activator]	2%	1%	-5%
COc1ccc(C(=O)NCCn2cc(SCC(=O)NCC3CCCO3)c3ccccc32)cc1 (configuration not stated)	-1.9%	-11%	1	-9%	2	-2%	-16%	-6%	0%
O=C(CCCc1c[nH]c2ccccc12)N1CCN(c2ccc(N3CCOCC3)nn2)CC1	1.7%	0%	1	-4%	4	23%	-9%	-4%	0%
COc1ccc(S(=O)(=O)N2CCC(C(=O)N[C@H](C(=O)NCc3ccncc3)C(C)C)CC2)cc1	3.4%	-1%	-3	1%	-6	3%	-14%	-3%	7%
Cc1cc(NC(=O)c2ccccc2)n(-c2ccccc2)n1	0.5%	2%	0	-9%	2	-1%	-5%	-4%	-9%
COc1ccc(/C=C/C(=O)NCc2ccc(F)cc2)cc1S(=O)(=O)N1CCOCC1	-7.1%	4%	-10	0%	-5	-4%	-2%	-4%	-4%
COC(=O)c1ccc(-c2cc(CC3(C(=O)OC)CCN(C(=O)OC(C)(C)C)CC3)on2)cc1	-0.1%	2%	1	-21%	-3	8%[57.1 µM]	-2%	0%	0%
Cc1[nH]c2ccccc2c1C(=O)C(=O)N1CCN(c2ccccc2F)CC1	4.1%	5%	-4	-2%	9	-13%	3%	-3%	0%
CCOC(=O)C1CCCCN1Cc1cccc(OC)c1OC (configuration not stated)	0.4%	2%	?	-1%	2	8%	0%	-1%	3%
COc1ccc(C(=O)NCCS(=O)(=O)NCc2ccc3c(c2)OCO3)cc1	1.0%	-9%	-5	-16%	0	-5%	-3%	-1%	1%
Cc1ccc(NC(=O)CSc2nccn2Cc2ccccc2)cc1C	-0.7%	-11%	-2	-17%	1	1%	7%	0%	-2%
Cc1cccc(C(=O)N2CCN(S(=O)(=O)N3CCCCC3)CC2)c1	0.1%	2%	-6	-12%	3	-2%	4%	-5%	-3%
Cc1ccc(NC(=O)Cn2nc(-c3ccccc3Cl)ccc2=O)c(Br)c1	2.7%	8%	0	-12%	1	-5%[57.1 µM]	2%	-2%	2%
CCOc1ccccc1N(CC(=O)NCCc1ccc(OC)c(OC)c1)S(=O)(=O)c1ccccc1	1.8%	8%	-4	-7%	-1	6%[57.1 µM]	5%	-2%	1%
COc1ccc(S(=O)(=O)N2CCCCCC2)cc1NC(=O)CC1OC(=O)c2ccccc21 (configuration not stated)	8.4%	-17%	3	-21%	-4	-6%	10%	-6%	-7%
O=C(Nc1ccccc1C(=O)N/N=C/c1ccc(O)cc1)c1ccccc1	0.9%	11%	-2	-11%	-21	-9%	1%	4%	1%
COC(=O)c1ccc(N2CCN(S(=O)(=O)c3ccc(C)cc3)CC2)c([N+](=O)[O-])c1	1.3%	/	-15	-2%	2	-4%	7%	-4%	4%
O=C1CC(NS(=O)(=O)c2ccc(F)cc2)CN1c1ccc2c(c1)OCCO2 (configuration not stated)	0.0%	8%	-5	-3%	3	8%	-2%	-2%	-1%
Cc1cc(Nc2ccc(Cl)cc2)n2ncnc2n1	5.6%	3%	-4	-8%	2	-14%	-2%	-3%	4%
COc1ccccc1/C=N/NC(=O)c1cc2c(ccc3ccccc32)o1	2.1%	3%	-7	-7%	2	32%	-15%	-1%	?
Cc1nnsc1C(=O)N/N=C/c1ccccc1	-0.1%	2%	-4	2%	-1	5%[57.1 µM]	23%	3%	1%
COc1ccc(CN(C(=O)Cn2nnc(-c3ccc(C)o3)n2)C(C(=O)NCC2CCCO2)c2ccco2)cc1 (configuration not stated)	-0.5%	3%	-1	-12%	3	-8%[57.1 µM]	7%	-1%	0%
COCCCN(C(=O)c1ccc(N2CCCC2=O)cc1)c1c(N)n(Cc2ccccc2)c(=O)[nH]c1=O	0.5%	-1%	-4	-4%	-5	6%	1%	-6%	-1%
CCSC1(SCC)N=C(N)C2(C#N)C(c3ccccc3)NC(C)=CC12C#N (configuration not stated)	1.7%	/	-2	-1%	-1	-2%	-1%	?	-2%
COc1ccc(N2CCN(C(=O)Nc3ccc(Cl)cc3)CC2)cc1	1.8%	-5%	4	-7%	1	1%	39%[activator]	-4%	-3%
COC(=O)[C@H](CC(C)C)NC(=O)N1CCC(C)CC1	0.9%	5%	-4	8%	4	5%[57.1 µM]	8%	-4%	0%
COc1ccc(C(=O)Nc2ccc3oc(-c4cccc(Cl)c4)cc(=O)c3c2O)cc1	-3.5%	4%	-2	-33%	-5	10%[57.1 µM]	-9%	-6%	-4%
C=CCOc1ccc(/C=C/C(=O)OCC(=O)NCCc2ccccc2)cc1	2.3%	3%	-3	-10%	0	-1%	-2%	-2%	5%
COc1ccc(NC(=O)C2Cc3c(-c4cccc(C(N)=O)c4)ccnc3O2)cn1 (configuration not stated)	/	/	-3	/	10	/	/	2%	?
CCc1nnc(NC(=O)CN2CCN(Cc3cccc(Cl)c3)CC2)s1	8.0%	-3%	-5	-12%	-1	7%[57.1 µM]	0%	-1%	-3%

Some of the compounds tested; count on the stated rates, not on these rows.
